PglD inh: blocks C. jejuni PglD acetyltransferase activity; 0.098% of 360,000 active; inhibition, % at 12.5 µM; purified PglD enzyme, DTNB colorimetric CoA detection; AID 602405; in the data active = inhibition above about 16%, passing the limit was not always enough; inconclusive = no clear call, values can overlap the other calls; note: strong numbers were not always called active
PGC1a acetyl inh: lowers PGC1a acetylation signal in U2OS cells; AlphaScreen anti-acetyl-lysine; with virally co-expressed GCN5 acetyltransferase; inhibition, % at 15.6 µM; 0.17% of 350,000 active;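 active = every replicate shows inhibition of at least 40%; inconclusive = mean inhibition at least 40% but some replicate below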;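 note: 0% = neutral control wells and 100% = positive control wells; some results beyond the cut were filed as inactive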
LGR2 inh: blocks bursicon-induced cAMP signaling via Drosophila LGR2 | inhibition, % at 9.99 µM | 0.35% of 380,000 active | HEK293 LGR2, CRE-luciferase, bursicon-stimulated, 4 h;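 active = drop in luminescence signal, shown as inhibition above about 50% in the replicate tests, limit read from the data, passing the limit was not always enough; inconclusive = probably only some replicates passing the limit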;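 note: agonist challenge used bursicon conditioned medium at about half maximal strength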
PAX8 inh HTS: lowers PAX8-driven luciferase in RMG-I cells. 1.2% of 360,000 active. inhibition, % at 12.6 µM. AID 652154. RMG-I TPO-luciferase reporter, SteadyGlo, 24 h;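 active = mean replicate inhibition at least 60% with every replicate also reaching 60%; inconclusive = only one of the two criteria is met; inactive = mean below 60% and not all replicates reaching 60%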;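 note: luciferase light reporting Pax8 driven TPO promoter activity; plate controls were median of neutral control wells for no effect and mitoxantrone controls for full effect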
ARNT-TACC3 inh: disruptors of human ARNT/TACC3 interaction; Q9Y6A5; AlphaScreen His-ARNT PAS-B/GST-TACC3 binding, luminescence; TACC3 fragment carries E629A point mutation; inhibition, % at 9.99 µM; 0.66% of 390,000 active;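 active = mean inhibition of replicates at least 50% and at least half of replicates each reaching 50%; inconclusive = half or more replicates reach 50% but mean below 50%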;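 note: 0% = complete ARNT plus TACC3 wells and 100% = ARNT alone without TACC3; many hits fall short of the cut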
Cneo AK release: causes C. neoformans cell lysis | adenylate kinase release luminescence, 4 h; normalised: neutral wells 0, clomiphene wells 100 | lysis activity, % at 15 µM | 0.2% of 360,000 active | AID 651654;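 active = mean lysis activity across replicates of at least 80%, whatever share of replicates individually reach that level; inactive = mean lysis activity below 80%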
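Assay system: C. neoformans cells. Amount: yeast cell density of 5 × 10^6 cells/mL. Technique: AK luminescence. Buffer or medium: YPD. Times: static 4 h at 37 °C with compound, 1 h detection. Dosing: single-point compound dose. Read-out: lysis from increased AK signal.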
C2C12 statin: protects C2C12 myotubes from simvastatin toxicity; 0.78% of 330,000 active; rescue of ATP level, % at 7.49 µM; AID 602340; ATP luminescence, 48 h; scaled: DMSO 0, geranylgeraniol control 100;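 active = mean ATP rescue above about 67%, or every replicate alone reaching that limit, limit read from the data, passing the limit was not always enough; inconclusive = no clear call, values can overlap the other calls; inactive = mean under the limit and some replicate under it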;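 note: myotubes were challenged with 10 µM simvastatin during compound exposure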
INS-1E GSIS act: primary screen for activators of insulin secretion dependent on glucose, INS-1E cells, GLuc reporter luminescence; 0.61% of 370,000 active; AID 743287; activation, % at 16.6 µM; INS-1E GLuc reporter insulin secretion, 2-3 h;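 active = lowest replicate activation of at least 40%, so every replicate reaches that level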;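 note: 0% = median of neutral control wells and 100% = median of IBMX positive control wells; some compounds called inactive have numbers as strong as hits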
Numbers without * were called inactive; ? = inconclusive; . = no result given; & = joins results of further samples. No enrichment for hits; overall some 2.9% were active at least once.

The first 2 entries, to show the layout:
SMILES	PglD inh	PGC1a acetyl inh	LGR2 inh	PAX8 inh HTS	ARNT-TACC3 inh	Cneo AK release	C2C12 statin	INS-1E GSIS act
CO[C@@H]1CC[C@H]2CCOc3ccc(C#N)cc3C(=O)N(C)[C@H](C)C(=O)N(C)C[C@@H]1O2	5.2	.	-9.4	0.2	-1.8	0.4	5.0	3.9
COc1ccc(-c2noc(CCC(=O)N3CCN(c4cccc(C)c4)CC3)n2)cc1	-4.0	-1.6	-5.4	-5.2	-0.4	1.5	2.1	-16.2

Results, previewed entries included:
SMILES	PglD inh	PGC1a acetyl inh	LGR2 inh	PAX8 inh HTS	ARNT-TACC3 inh	Cneo AK release	C2C12 statin	INS-1E GSIS act
CO[C@@H]1CC[C@H]2CCOc3ccc(C#N)cc3C(=O)N(C)[C@H](C)C(=O)N(C)C[C@@H]1O2	5.2	.	-9.4	0.2	-1.8	0.4	5.0	3.9
COc1ccc(-c2noc(CCC(=O)N3CCN(c4cccc(C)c4)CC3)n2)cc1	-4.0	-1.6	-5.4	-5.2	-0.4	1.5	2.1	-16.2
O=C1CC2(CCCC2)C(=O)N1CN1CCN(S(=O)(=O)c2cc(F)ccc2F)CC1	-4.4	9.6	3.4	-0.7	.	0.5	-2.0	0.9
c1ccc(C[n+]2csc3ccccc32)cc1	-4.1	3.7	-91.6	.	-8.6	4.5	.	5.5
Cc1ccc(-c2nc(C)c(C(=O)O)s2)cc1	.	5.6	?	-128.9	-6.0	.	.	-1.4
C[C@@H]1CCCCO[C@@H](CN(C)C(=O)Nc2cccc3ccccc23)[C@@H](C)CN([C@H](C)CO)C(=O)c2cc(NC(=O)Nc3ccc(C(F)(F)F)cc3)ccc2O1	-0.4	7.7	-3.8	-7.8	-1.4	-3.6	-9.4	2.9
CO[C@@H]1CN(C)C(=O)c2cc(NC(=O)Nc3cccc(F)c3)ccc2OC[C@H](C)N(C(=O)Nc2c(C)noc2C)C[C@@H]1C	4.8	.	0.4	-0.2	-0.1	0.5	-22.0	8.7
CCNC(=O)C[C@@H]1CC[C@H]2[C@@H](COC[C@@H](O)CN2Cc2ccncc2)O1	-0.4	5.2	4.6	-15.2	7.9	-2.0	-16.6	-2.8
Cc1ccc(OCCC(=O)OCC(=O)Nc2ccc(C)c(S(=O)(=O)N3CCOCC3)c2)cc1	-0.3	.	-4.6	-9.1	.	1.6	3.1	-36.3
COc1cccc(OC)c1C(=O)NNC(=O)c1ccc(F)cc1	.	-3.5	0.0	10.6	3.9	.	.	8.2
CCCNC(=O)N(C)C[C@H]1Oc2cc(C3=CCCC3)ccc2S(=O)(=O)N([C@@H](C)CO)C[C@@H]1C	3.6	-7.6	7.4	-10.9	10.3	3.0	4.3	14.3
C[C@H](CO)N1C[C@H](C)[C@H](CN(C)C(=O)Nc2ccc3c(c2)OCO3)Oc2c(NC(=O)c3cnccn3)cccc2C1=O	3.5	-0.8	15.9	.	6.4	50.3	22.2	3.4
C[C@@H]1CN([C@H](C)CO)C(=O)c2cc(NS(=O)(=O)c3ccc(Cl)cc3)ccc2O[C@@H]1CN(C)S(=O)(=O)c1ccc(Cl)cc1	-1.9	-6.7	0.5	-10.8	-4.0	0.0	-0.2	-8.0
COc1ccc(-c2cnc3c(c2)C(=O)N([C@H](C)CO)C[C@H](C)[C@@H](CN(C)C(=O)C2CCOCC2)O3)cc1	1.5	5.7	-5.1	-22.0	-2.1	2.1	-3.2	5.1
CCc1ccc(CNC(=O)CCS(=O)(=O)Cc2ccccc2F)cc1	-0.9	-1.8	4.5	-8.6	-4.9	2.3	-16.5	26.2
O=C1NCCC/C1=N\Nc1ccc(Br)cc1	.	.	-29.9	-16.8	-0.8	.	.	-11.5
Cn1cc(/C=C(\C#N)C(=O)Nc2cccc([N+](=O)[O-])c2)c2ccccc21	4.0	-11.1	-2.7	-14.3	-2.3	-0.3	-17.0	-3.8
N#C[C@H]1[C@@H](c2ccc(C#CC3CCCC3)cc2)[C@H](CO)N1C(=O)Nc1ccc(F)cc1	-2.0	1.2	8.2	31.5	20.4	2.3	0.4	-9.9
CS(=O)(=O)c1ccc(Cl)c(NC(=O)CSc2n[nH]c(-c3cccs3)n2)c1	-4.9	4.9	-5.2	-14.8	-9.9	0.6	2.8	.
O=C1N[C@H](Cc2ccccc2)COCn2nncc2CC[C@@H]1Cc1ccccc1	.	.	-7.2	6.5	.	3.7	.	10.4
CO[C@@H]1CN(C)C(=O)c2cc(NC(=O)C3CC3)ccc2OC[C@H](C)N(C(=O)c2ccccc2)C[C@@H]1C	1.1	-1.0	-1.3	-2.5	-8.5	-7.4	3.5	3.9
CC1CN(CCC(=O)Nc2ccc3c(c2)CCC3)CC(C)O1 (configuration not stated)	0.4	-11.3	-7.2	.	-0.3	-1.6	43.3	-7.5
O=C1CC(N2CCN(c3ccc(F)cc3)CC2)C(=O)N1Cc1cccs1 (configuration not stated)	6.4	31.0	.	.	-13.6	-1.6	.	.
CCN1CCN(c2ccc(NC(=O)c3ccco3)cc2Cl)CC1	-0.8	.	-29.8	-111.3	-40.6	-4.2	-1.1	15.8
CCCCCCOC(=O)C(C#N)c1nc2ccccc2nc1N1CCCCC1 (configuration not stated)	-0.2	-11.0	.	-5.9	13.6	-0.1	-13.7	.
SMILES	PglD inh	PGC1a acetyl inh	LGR2 inh	PAX8 inh HTS	ARNT-TACC3 inh	Cneo AK release	C2C12 statin	INS-1E GSIS act
O=C(NC1CC1)c1cc(OCC(F)(F)F)ccc1OCC(F)(F)F	.	-19.1	-0.9	2.3	0.2	.	.	8.2
CC(C)(C)c1ccc(-c2nc3c(C#N)c(-c4ccc5c(c4)OCO5)ccn3n2)cc1	-4.9	2.6	.	20.7	-4.4	7.6	0.2	.
COC(=O)C[C@H]1CC[C@@H]2[C@@H](COc3ccc(NS(=O)(=O)c4ccc(F)cc4)cc3C(=O)N2C)O1	-2.0	-2.8	0.9	-6.3	-3.1	-3.0	23.3	-10.5
COc1cc(C(=O)COC(=O)c2cnc(C)cn2)ccc1OC(F)F	5.3	.	16.7	-11.7	1.7	5.9	5.1	23.7
CS(=O)(=O)c1ccc2nc(NC(=O)c3ccco3)sc2c1	0.8	3.4	4.2	-52.5	-3.7	-7.5	-25.0	.
O=C(O)C1=C[C@@H](c2ccc(C(F)(F)F)cc2)C[C@@H](OCc2ccc(CO)cc2)O1	6.0&0.8	8.6&-2.2	-2.6	3.0	-7.4&3.5	-1.0&-0.2	0.7	-5.3
Cc1cc(C(=O)NC2CCC(O)CC2)c(C)o1 (configuration not stated)	1.1	4.1	-33.5	-16.5	-7.9	0.8	-0.3	-7.6
O=C(NCCCNc1ccc([N+](=O)[O-])cc1)C(F)(F)F	.	.	3.7	25.4	-34.6	.	-6.1	-8.0
O=C(c1ccc2c(=O)n(CCc3ccccc3)c(=O)[nH]c2c1)N1CCN(c2ccc(F)cc2)CC1	2.2	-9.9	0.0	32.0	-3.6	-3.8	?	-54.1
C[C@H]1CN([C@@H](C)CO)C(=O)c2cc(NC(=O)NC3CCCCC3)ccc2O[C@H]1CN(C)Cc1ccc(-c2ccccc2)cc1	-1.0	13.6	4.3	.	-4.5	0.7	.	6.8
Cc1ccc(Oc2ncccc2C(=O)NCC(=O)O)cc1	.	.	-14.3	1.4	-13.8	.	.	8.1
CCNS(=O)(=O)c1ccc(CCC(=O)NCc2ccccc2)cc1	.	19.4	28.2	-7.3	5.6	.	-2.1	-9.4
CCn1c(C(=O)NC(C)c2ccc3c(c2)OCCO3)cc2sccc21 (configuration not stated)	1.6	-15.8	-17.7	6.2	0.4	4.3	29.0	0.0
C[C@H]1Cn2cnc(C(=O)Nc3ccccc3)c2C(=O)N1	-3.6	.	-11.0	-18.9	.	-1.5	10.1	-6.8
O[C@@H]1CN(Cc2cccs2)[C@@H](c2ccccc2)C[C@H]1n1cc(-c2ccc(F)cc2)nn1	-2.4	-2.9	12.4	13.5	.	-0.6	7.9	-32.4
Cc1ccsc1/C=N/NC(=O)c1nnn(-c2nonc2N)c1C(C)C	3.1	0.7	-13.9	4.1	8.1	-2.7	-5.3	-9.4
CCC(=O)N(CCc1ccccc1)Cc1cc2cc(C)ccc2[nH]c1=O	-7.2	16.3	3.3	-11.3	-3.4	-2.4	4.7	-6.1
CC(C)COc1cccc(C(=O)NC2(C)CCS(=O)(=O)C2)c1 (configuration not stated)	6.4	.	-24.4	-9.7	-14.3	-3.4	0.3	-5.4
NC(=O)c1cc([N+](=O)[O-])ccc1N1CCCCC1	-4.2	.	-18.2	-34.7	-0.8	3.5	3.6	13.6
O=C(CCCCCn1c(=O)[nH]c2ccsc2c1=O)NCc1ccc2c(c1)OCO2	1.0	-5.1	.	.	-11.1	-2.1	-6.6	.
Cn1c(Cn2nnc3ccccc32)nnc1SCC(=O)N1c2ccccc2Sc2ccccc21	-5.7	-10.8	6.0	.	6.0	5.6	-2.6	-10.3
CC(=O)C1=CN(CC2CCCCC2)CCC1=O	-2.6	.	13.1	-1.6	-6.3	-2.4	4.1	25.4
CCCOc1ccc(N2C(=O)CC(NCc3cccs3)C2=O)cc1 (configuration not stated)	-2.7	1.4	-3.2	.	0.5	3.0	.	10.1

Part of the list above in order of molecular weight, low to high:
SMILES	PglD inh	PGC1a acetyl inh	LGR2 inh	PAX8 inh HTS	ARNT-TACC3 inh	Cneo AK release	C2C12 statin	INS-1E GSIS act
Cc1cc(C(=O)NC2CCC(O)CC2)c(C)o1 (configuration not stated)	1.1	4.1	-33.5	-16.5	-7.9	0.8	-0.3	-7.6
O=C(NCCCNc1ccc([N+](=O)[O-])cc1)C(F)(F)F	.	.	3.7	25.4	-34.6	.	-6.1	-8.0
CCn1c(C(=O)NC(C)c2ccc3c(c2)OCCO3)cc2sccc21 (configuration not stated)	1.6	-15.8	-17.7	6.2	0.4	4.3	29.0	0.0
O=C(NC1CC1)c1cc(OCC(F)(F)F)ccc1OCC(F)(F)F	.	-19.1	-0.9	2.3	0.2	.	.	8.2
O[C@@H]1CN(Cc2cccs2)[C@@H](c2ccccc2)C[C@H]1n1cc(-c2ccc(F)cc2)nn1	-2.4	-2.9	12.4	13.5	.	-0.6	7.9	-32.4
O=C(c1ccc2c(=O)n(CCc3ccccc3)c(=O)[nH]c2c1)N1CCN(c2ccc(F)cc2)CC1	2.2	-9.9	0.0	32.0	-3.6	-3.8	?	-54.1
C[C@H]1CN([C@@H](C)CO)C(=O)c2cc(NC(=O)NC3CCCCC3)ccc2O[C@H]1CN(C)Cc1ccc(-c2ccccc2)cc1	-1.0	13.6	4.3	.	-4.5	0.7	.	6.8

Assay outcomes from PubChem.
